TCR activator: activators of T cell receptors; primary human leukocytes, anti-CD3, IL-2 HTRF, 48 h; 330,000 tested, under 10 active; Potency, µM (top dose mostly 9.22 µM), without a hit: at the highest dose activation of IL-2 secretion, hits mostly activators; AID 504894; note: % of control where 0% means no effect
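Human primary leukocytes + a-CD3 beads + cpd, 48 hr; IL-2 in supernatant by HTRF (ex 320nm / em 665nm). No co-stimulatory signal supplied.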
uPA generation: inhibitors of cell surface uPA generation. cell surface uPA generation assay, qHTS. Potency, µM (titrated, usually from 38.3 µM), without a hit: at the highest dose activity change, negative = inhibition, hits mostly inhibitors. 330,000 compounds, 0.31% hits. AID 540303; active = well fitted inhibition curve with a large enough effect; inconclusive = small, poorly fitted or top-dose-only effect; inactive = no such curve, though single readings can be large or run the other way; tested in mouse RAW 264.7 cells; note: potency is the fitted concentration of half-maximal effect; % is set by controls: 0 for no effect and ±100 for the full control effect; nearly all actives have a fitted effect of over 55% in size
Mito fusion act: inhibitors of mitochondrial division or activators of mitochondrial fusion. S. cerevisiae fusion-defective mutant growth rescue, CellTiterGlo 48 h. Potency, µM (highest dose often 46.1 µM), inactives show at the highest dose growth rescue (activation), usual class: activators. 320,000 compounds, 0.23% hits;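 note: potency is the fitted concentration of half-maximal effect; % of control where 0% means no effect; nearly all actives have a fitted effect of over 45% in size; temperature-sensitive fusion mutants such as fzo1-1 at 37 °C on non-fermentable ethanol glycerol medium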
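Compounds are tested for their ability to restore growth of mitochondrial fusion-defective yeast strains at non-permissive 37C in YPEG medium over 48 hours. Viability is quantified by luciferase luminescence.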
TSG101-PTAP inh: blocks PTAP/TSG101 interaction to inhibit HIV-1 budding | Q99816 | Fluorescence polarization, FITC-PTAP peptide / Tsg101 binding | Potency, µM (highest dose often 115 µM), for inactives: at the highest dose activity change, negative = inhibition, actives largely listed as inhibitors | 340,000 tested, under 10 active; active = well fitted inhibition curve with a large enough effect in the main read-out, with a control signal flat, not every such curve was filed as active; inconclusive = small, poorly fitted or top-dose-only effect, or effect the other way, or a change in a side signal; inactive = no such curve, though single readings can be large or run the other way; note: potency is the fitted concentration of half-maximal effect; % of control where 0% means no effect
Target sequence (Q99816 whole entry, looked up): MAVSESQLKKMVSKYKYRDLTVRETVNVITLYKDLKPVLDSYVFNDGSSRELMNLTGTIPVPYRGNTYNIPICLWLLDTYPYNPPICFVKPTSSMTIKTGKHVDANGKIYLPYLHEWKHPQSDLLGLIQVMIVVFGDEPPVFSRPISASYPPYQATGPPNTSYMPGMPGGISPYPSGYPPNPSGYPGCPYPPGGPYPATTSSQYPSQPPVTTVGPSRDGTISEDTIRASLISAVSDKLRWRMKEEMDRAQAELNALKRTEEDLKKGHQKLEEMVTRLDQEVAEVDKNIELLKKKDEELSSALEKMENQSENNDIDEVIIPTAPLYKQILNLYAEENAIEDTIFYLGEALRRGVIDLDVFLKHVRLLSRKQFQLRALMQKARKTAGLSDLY
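Compounds were pin-transferred onto Tsg101 binding domain (10 uM final) in HEPES pH 7.5 buffer, then FITC-PTAP peptide was added at 50 nM final. After 20 min at RT, polarization reported peptide displacement across a qHTS concentration series.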
Starred values were filed as active, the others as inactive; ? = inconclusive; . = not tested or not shown. Unless noted, calls come from the whole dose curve; as a rule, active = well fitted curve in the direction sought with a large enough effect; inconclusive = small, poorly fitted or top-dose-only effect, or another doubt; inactive = no such curve, though single readings can be large; an effect the other way counts as inactive or inconclusive.

SMILES | TCR activator | uPA generation | Mito fusion act | TSG101-PTAP inh
O=C(Cc1ccc(Cl)cc1)N1CCc2ccccc2C1 | -2% | -11% | . | 0%
COc1ccc(-c2csc(NC(C)c3nc4cc(Cl)c(N5CCCCC5)cc4n3CCCO)n2)cc1 (stereo not drawn) | -2% | -9% | . | 2%
CCOc1cc2ccccc2cc1C(=O)Nc1ccccn1 | 3% | -2% | . | -4%
C=C(C)c1cccc(C(C)(C)NC(=O)N2CCN(c3ncccn3)CC2)c1 | 3% | 2% | . | 0%
CC1C(=O)C(C)C(c2cc(Br)ccc2O)NC1c1cc(Br)ccc1O (stereo not drawn) | 5% | 1% | . | 0%
Cc1cc(C)c2c(=O)[nH][nH]c2n1 | 5% | 7% | . | 1%
O=[N+]([O-])c1ccc(O)c(CNCc2ccccc2)c1 | -2% | 3% | . | 0%
COc1ccc(NC2=Nc3ccccc3N[C@@]23C[C@H]2CCCC(=O)N4CC[C@@H](C3)[C@@H]24)cc1 | -3% | -9% | . | -1%
O=C(NN1CCCCCC1)c1ccccc1F | 0% | 2% | . | -3%
NC(=O)C1(Nc2ccc(-c3ccc(Cl)cc3)cc2)CCCC1 | 0% | -5% | . | -11%
C=CCn1c(SCC(=O)NCc2ccco2)nc2sc(C)c(C)c2c1=O | 0% | 7% | . | -4%
CCCc1nc(SCC(=O)c2ccc3c(c2)NC(=O)CO3)[nH]c(=O)c1CC | -2% | 0% | . | 1%
CC(=O)Nc1cc(C)ns1 | -1% | -3% | . | 3%
O=C(NCc1ccncc1)c1ccc(OCc2ccccc2)cc1 | 0% | -10% | . | -1%
CN(C(=O)c1ccc(-c2ccccc2)cc1)C1CCCCC1 | -3% | 4% | . | -1%
CCC1(CC)SCCNC1=O | 2% | 5% | . | 0%
O=c1[nH]cnc2ncc(-c3ccc(O)cc3)nc12 | 1% | 5% | . | -1%
NC(=O)c1ccc(OCc2ccccc2)nc1 | 4% | -2% | . | -1%
Cc1cc2c(cc1C)NC1(C[C@H]3CCC(=O)N4CC[C@@H](C1)[C@@H]34)C(=NC(C)(C)CC(C)(C)C)N2 (stereo partly drawn) | -11% | -4% | . | -1%
CCOC(=O)C(C)Sc1nc(N2CCOCC2)c2c(c1C#N)CC(C)(C)OC2 (stereo not drawn) | 1% | -6% | . | -2%
O=[n+]1c2c(n([O-])c3cc(F)c(N4CCCC4)cc31)CCC2 | -3% | 3% | . | ?
COc1ccc(C(=O)c2ccccc2CN2C(=O)c3ccccc3C2=O)cc1 | -3% | 0% | . | -1%
CCN1C[C@@H]2[C@@H]3C(=O)N(C)C(=O)[C@@H]3[C@](Cc3ccccc3)(C1=O)N2C(=O)c1ccc(Cl)cc1 | 1% | -15% | . | -2%
Cc1ccc(NC(=O)c2ncn(CCCN3CCN(c4ccccn4)CC3)n2)cc1C | 2% | 4% | . | -14%

7 compounds from above with just Mito fusion act, uPA generation and TSG101-PTAP inh:
Structure | Mito fusion act | uPA generation | TSG101-PTAP inh
O=C(NCc1ccncc1)c1ccc(OCc2ccccc2)cc1 | . | -10% | -1%
CN(C(=O)c1ccc(-c2ccccc2)cc1)C1CCCCC1 | . | 4% | -1%
CCC1(CC)SCCNC1=O | . | 5% | 0%
O=c1[nH]cnc2ncc(-c3ccc(O)cc3)nc12 | . | 5% | -1%
NC(=O)c1ccc(OCc2ccccc2)nc1 | . | -2% | -1%
Cc1cc2c(cc1C)NC1(C[C@H]3CCC(=O)N4CC[C@@H](C1)[C@@H]34)C(=NC(C)(C)CC(C)(C)C)N2 (stereo partly drawn) | . | -4% | -1%
CCOC(=O)C(C)Sc1nc(N2CCOCC2)c2c(c1C#N)CC(C)(C)OC2 (stereo not drawn) | . | -6% | -2%

The list goes on.
SMILES | TCR activator | uPA generation | Mito fusion act | TSG101-PTAP inh
CCCCOC(=O)C1=C(C)NC(=O)NC1c1ccc2c(c1)OCO2 (stereo not drawn) | -15% | 3% | . | -4%
NNC(=O)CC1=NNC(=O)C1 | -3% | 0% | . | -1%
Cc1[nH][nH]c(=O)c1N=Nc1ccc(S(N)(=O)=O)cc1 | 5% | -7% | . | -3%
CN(CC12CC3CC(CC(C3)C1)C2)C(=O)c1ccco1 | -1% | -4% | . | 0%
Cc1ccc(NC(=O)NNC(=O)COc2ccc(Cl)cc2)cc1 | 1% | 10% | . | 3%
O=C(Cc1ccccc1[N+](=O)[O-])c1ccc2c(c1)OCO2 | -4% | 3% | . | -1%
O=C(c1cc(Cl)nc2ccccc12)N(Cc1nnc(-c2ccccc2Cl)o1)C1CC1 | 3% | -1% | . | 0%
CCOc1ccc(NS(=O)(=O)c2ccc(C(=O)N(C)CC(=O)Nc3cccc(OC)c3)cc2)cc1 | -7% | ? | . | -3%
COc1cc(Nc2nc3c(N)cc(C(F)(F)F)cc3nc2-c2ccccc2)cc(OC)c1OC | 4% | 10% | . | -1%
CCN1CCN(c2ccc(S(=O)(=O)N3CCCCC3)cc2NC(=O)c2ccc(C)c(C)c2)CC1 | 6% | ? | . | -1%
O=C(c1cccs1)c1c[nH]cc1-c1ccccc1 | -35% | 0% | . | 0%
CCCn1c(=NC(=O)c2ccncc2)c(C#N)cc2c(=O)n3cccc(C)c3nc21 | 7% | 2% | . | -8%
Cc1csc(NC(C)c2nc3cc(C(F)(F)F)ccc3n2CCOCCO)n1 (stereo not drawn) | -2% | -1% | . | -3%
O=C1Nc2c(Cl)cc(Cl)cc2C1=O | -9% | -15% | . | 1%
Cc1ccc(-n2cnc3c(=O)[nH]cnc32)cc1[N+](=O)[O-] | -5% | 4% | . | -2%
CC(C)C[C@@H](CN)NC(=O)c1nc[nH]c1C(=O)N[C@@H](Cc1c[nH]c2ccccc12)C(=O)CNC[C@H](C)NC(=O)c1nc[nH]c1C(=O)N[C@@H](CC(=O)O)C(=O)O | -4% | -1% | . | 0%
CNc1[nH]c(=O)[nH]c(=O)c1N=Nc1cc(Cl)ccc1Cl | -3% | -4% | . | -12%
COc1ccc(C(=O)/C=C2\C(=O)Nc3ccc(Br)cc32)cc1 | -17% | -10% | . | -2%
COc1c(O)cccc1[C@@H](O)C1CCN(CCc2ccc(F)cc2)CC1 | 4% | 2% | . | -8%
CN(C(=O)c1cccc(NC(=O)Cc2ccc(NC(=O)C3CCN(C(=O)C4CCCC4)CC3)cc2)c1)C1CC1 | 9% | 18% | . | -4%
CN(C#N)c1nc(N2CCOCC2)nc(N2CCOCC2)n1 | -5% | -2% | . | -18%
CC(=O)Nc1ccc2c(c1)C(=O)c1cccc(C(=O)O)c1-2 | -2% | 5% | . | 0%
O=S(=O)(NCCc1c[nH]c2ccccc12)c1ccc(F)cc1 | 3% | 7% | . | 0%
NC1=NN(c2ccccc2)C(=O)C1 | 2% | 2% | . | -7%

Single entries from the results shown:
Cc1csc(NC(C)c2nc3cc(C(F)(F)F)ccc3n2CCOCCO)n1 (stereo not drawn) | TCR activator = -2%
COc1ccc(C(=O)/C=C2\C(=O)Nc3ccc(Br)cc32)cc1 | TCR activator = -17%
CC(C)C[C@@H](CN)NC(=O)c1nc[nH]c1C(=O)N[C@@H](Cc1c[nH]c2ccccc12)C(=O)CNC[C@H](C)NC(=O)c1nc[nH]c1C(=O)N[C@@H](CC(=O)O)C(=O)O | TCR activator = -4%
CNc1[nH]c(=O)[nH]c(=O)c1N=Nc1cc(Cl)ccc1Cl | uPA generation = -4%

Back to the main list with the 2 entries that preceded the break.
SMILES | TCR activator | uPA generation | Mito fusion act | TSG101-PTAP inh
O=S(=O)(NCCc1c[nH]c2ccccc12)c1ccc(F)cc1 | 3% | 7% | . | 0%
NC1=NN(c2ccccc2)C(=O)C1 | 2% | 2% | . | -7%
CC(=O)N(Cc1ccccc1)C1CC(=O)N(Cc2ccccc2)C1=O (stereo not drawn) | 4% | 0% | . | -7%
C=C1CCN([C@@H](Cc2ccccc2)C(=O)NCCC(C)C)S(=O)(=O)c2ccccc21 | -7% | -18% | . | -2%
N#Cc1ccc(N)cc1OCCCN1CCCCC1 | -3% | 3% | . | -8%
O=C(NCCNCC(O)COc1ccc(O)cc1)N1CCOCC1 (stereo not drawn) | 11% | -4% | . | 1%
CC1CN(C=O)CC(C)N1CCN1C(C)CN(C=O)CC1C (stereo not drawn) | 5% | 5% | . | 0%
CCOc1ccc(NC(=O)CN(C)C(=O)c2cccc(S(=O)(=O)N3CCN(C)CC3)c2)cc1OCC | -16% | 22% | . | 1%
O=C(CN1CCN(S(=O)(=O)c2cc(Br)ccc2Br)CC1)NCc1ccccc1Cl | 18% | -5% | . | -1%
CCCCN1C[C@H](CO)Oc2cccc(F)c2S1(=O)=O | -3% | -16% | . | -5%
CCc1ccc(NC(=O)CSC2=C(C#N)C(c3ccc4c(c3)OCO4)CC(=O)N2)cc1 (stereo not drawn) | 0% | 1% | . | -1%
N#Cc1nnn2c1nc(N)c1c(F)cccc12 | 2% | 1% | . | -1%
CN(C(=O)c1cccc(NC(=O)Cc2ccc(NC(=O)C3CCN(S(=O)(=O)c4cccc([N+](=O)[O-])c4)CC3)cc2)c1)C1CCC1 | -5% | 2% | . | 2%
Cc1cccc(NC(=S)NC(=O)C(c2ccccc2)c2ccccc2)n1 | -2% | 3% | . | -7%
CC(=O)C1CCC2C3CC(C)C4(O)CC(=O)CCC4(C)C3C(O)CC12C (stereo not drawn) | -2% | 2% | . | 0%
c1ccc(N=Nc2ccc3cccccc2-3)cc1 | 11% | -4% | . | -5%
COc1ccc(S(=O)(=O)Nc2cccc(S(=O)(=O)N(C)C)c2)cc1[N+](=O)[O-] | 2% | -9% | . | 0%
O=C(NN=Cc1ccccc1O)C(O)(c1ccccc1)c1ccccc1 | 0% | -3% | . | -3%
COC[C@@H]1NS(=O)(=O)c2ccc(Br)cc2O[C@H]1c1ccccc1 | 7% | -14% | . | -7%
COc1cc(/C=N/NC(=O)c2cccc(C)c2)ccc1OCC(=O)Nc1ccccc1 | 0% | 3% | . | 2%
O=C1C(=Cc2ccco2)CCC1=Cc1ccco1 | 2% | -4% | . | 5%
COc1cc(C(=O)N2CCC(N3CCCCCC3)CC2)cc(OC)c1OC | -1% | 4% | . | -8%
Cc1ccc(C2=CC(c3ccc(C)cc3)n3ncnc3N2)cc1 (stereo not drawn) | -4% | -14% | . | -4%
CC(=O)c1ccc(OCc2cn(CC(=O)c3ccc(O)cc3)nn2)cc1 | -5% | 2% | . | -16%
COc1ccc2c(COC(=O)c3ccc(C)c(S(=O)(=O)N4CCOCC4)c3)cc(=O)oc2c1 | -6% | 2% | . | -3%
O=c1cc(-c2ccccc2)oc2cc(O)cc(O)c12 | 7% | -20% | . | -7%
O=c1[nH]c(=O)n(C2OC(CO)C(O)C2O)cc1N1CCOCC1 (stereo not drawn) | -7% | 0% | . | 0%
Nc1nc(-c2ccccc2Cl)cs1 | -4% | 0% | . | -1%
Cc1cccc(NC(=O)c2cccc(NC(=O)c3ccco3)c2)c1C | 2% | -2% | . | -3%
COc1ccc(NC(=O)c2ccc(NC(=O)CN3CCN(c4ccc(O)cc4)CC3)cc2)cc1 | -8% | ? | . | -1%
Cc1ccc(S(=O)(=O)N2CCCCC2)cc1NC(=O)COC(=O)CN1C(=O)NC2(CC(C)CC(C)(C)C2)C1=O (stereo not drawn) | -5% | 10% | . | 0%
CC(=O)Nc1nc(N)n(-c2ccccc2)n1 | 0% | 1% | -3% | -11%
CC1CCN(c2cc(C#N)c(C#N)cc2[N+](=O)[O-])CC1 | 0% | 0% | -3% | -3%
Cn1c(=NC(=O)CSCC(=O)N2CCCCC2)sc2ccccc21 | 7% | -2% | 1% | 1%

Source: PubChem (National Center for Advancing Translational Sciences (NCATS))

This is a subset; the hit share may differ from the screen's.
